Source: PubChem (National Center for Advancing Translational Sciences (NCATS))
Tb PFK inh: qHTS Assay to Find Inhibitors of T. brucei phosphofructokinase. ATP-dependent 6-phosphofructokinase (Trypanosoma brucei brucei), O15648. T. brucei PFK, ADP-Glo luminescence. Potency, µM (doses to about 57.5 µM), for the others: at the top dose activity, negative = inhibition, most hits filed as inhibitors. hit rate 0.17% among 330,000;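 note: potency is the fitted concentration of half-maximal effect; 0% = uninhibited 1x PFK enzyme wells and -100% = no-enzyme wells; nearly all actives have a fitted effect of over 60% in size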
Target sequence (O15648 whole entry, looked up): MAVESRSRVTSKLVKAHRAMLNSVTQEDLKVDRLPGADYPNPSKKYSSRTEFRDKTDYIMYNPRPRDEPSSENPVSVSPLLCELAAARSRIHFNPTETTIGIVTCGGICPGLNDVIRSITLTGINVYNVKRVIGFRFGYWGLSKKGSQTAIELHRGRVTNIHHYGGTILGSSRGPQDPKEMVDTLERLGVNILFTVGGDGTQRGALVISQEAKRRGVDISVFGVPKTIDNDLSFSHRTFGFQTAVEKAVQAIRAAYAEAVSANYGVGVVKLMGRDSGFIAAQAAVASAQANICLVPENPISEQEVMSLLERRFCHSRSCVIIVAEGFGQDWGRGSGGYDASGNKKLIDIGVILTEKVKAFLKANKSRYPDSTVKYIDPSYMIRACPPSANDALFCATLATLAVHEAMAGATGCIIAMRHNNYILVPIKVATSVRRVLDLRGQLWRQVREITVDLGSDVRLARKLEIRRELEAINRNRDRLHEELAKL
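PFK 1.25 nM, F6P 0.5 mM, ATP 0.1 mM, 0.1 M TEA pH 8.0, 5 mM MgCl2, 0.01% Tween20, 0.1% BSA; 45 min RT. ADP-Glo readout. qHTS titration up to 57 uM; curves fitted, compounds curve-classed.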
Eya2 phos inh: qHTS Assay for Inhibitors of the Phosphatase Activity of Eya2 | Protein phosphatase EYA2 (Homo sapiens), O00167 | recombinant Eya2, OMFP fluorescence dephosphorylation (OMFP is methylfluorescein phosphate) | Potency, µM (highest dose often 76.9 µM), without a hit: top-dose activity, negative = inhibition, actives largely listed as inhibitors | hit rate 0.006% among 330,000; note: potency is the fitted concentration of half-maximal effect; % is set by controls: 0 for no effect and ±100 for the full control effect
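Eya2 (0.2 uM) preincubated 10 min at ambient with compound, then OMFP substrate added at 50 uM; 10 min reaction in 50 mM HEPES pH 7.5, 50 mM NaCl, 5 uM MgCl2, 0.05% BSA, 1 mM DTT. Fluorescence read at Ex 485/Em 525 nm.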
uPA generation: qHTS for Inhibitors of Cell Surface uPA Generation; Potency, µM (highest dose often 38.3 µM), for the others: at the highest dose activity change, negative = inhibition, hits mostly inhibitors; cell surface uPA generation assay, qHTS; hit rate 0.31% among 330,000; active = well fitted inhibition curve with a large enough effect; inconclusive = small, poorly fitted or top-dose-only effect; inactive = no such curve, though single readings can be large or run the other way; tested in mouse RAW 264.7 cells; note: potency is the fitted concentration of half-maximal effect; % is set by controls: 0 for no effect and ±100 for the full control effect; nearly all actives have a fitted effect of over 55% in size
PTAP TSG101 blk: qHTS Assay for Iinhibitors of HIV-1 Budding by Blocking the Interaction of PTAP/TSG101 | AID 493005, 2010 | Fluorescence polarization, FITC-PTAP peptide / Tsg101 binding | 340,000 tested, under 10 active | Tumor susceptibility gene 101 protein (Homo sapiens), Q99816 | Potency, µM (series often up to 115 µM), without a hit: at the highest dose activity change, negative = inhibition, hits mostly inhibitors; active = well fitted inhibition curve with a large enough effect in the main read-out, with a control signal flat, not every such curve was filed as active; inconclusive = small, poorly fitted or top-dose-only effect, or effect the other way, or a change in a side signal; inactive = no such curve, though single readings can be large or run the other way; note: potency is the fitted concentration of half-maximal effect; % of control where 0% means no effect
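Compounds were pin-transferred onto Tsg101 binding domain (10 uM final) in HEPES pH 7.5 buffer, then FITC-PTAP peptide was added at 50 nM final. After 20 min at RT, polarization reported peptide displacement across a qHTS concentration series.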
TSHR antag: Antagonists of the Thyroid Stimulating Hormone Receptor: HTS campaign. TSHR-expressing cells, TSH-stimulated cAMP HTRF, 2 h; hits give low values. activity change, negative = inhibition, % at 11.5 µM. hit rate 0.2% among 330,000. AID 504810, 2011;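 active = activity change below a set negative limit, meaning inhibition stronger than a set level, cut at about -70% in these data; inconclusive = activity change between two set negative limits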; note: % is set by controls: 0 for no effect and ±100 for the full control effect
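Cell-based HTRF cAMP assay; TSHR cells + compound, TSH EC80 (4nM final), 2 h, 37 deg C. Lysis with anti-cAMP cryptate and cAMP-d2, 30 min RT, read 665/620 nm.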
ELG1 repair inh: qHTS screen for small molecules that inhibit ELG1-dependent DNA repair in human embryonic kidney (HEK293T) cells expressing luciferase-tagged ELG1 | hit rate 2.3% among 330,000 | Potency, µM (top dose mostly 46.1 µM), for the others: top-dose activity change, negative = inhibition, most hits filed as inhibitors | HEK293T ELG1-luciferase reporter, luminescence, 16 h; DNA damage induced by 5-fluorouridine | AID 504467, 2011; note: potency is the fitted concentration of half-maximal effect; % is set by controls: 0 for no effect and ±100 for the full control effect; nearly all actives have a fitted effect of over 55% in size
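Luminescence from the luciferase reporter, measured 30 min after ONE-Glo reagent at room temperature, was the read-out. Beforehand, 2,000 cells per well were exposed for 16 hr at 37 °C to 5-fluorouridine together with compound or vehicle.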
Chronic BCR inh: qHTS Assay to Find Inhibitors of Chronic Active B-Cell Receptor Signaling; ABC-DLBCL IkBa-CBG/CBR reporter, luminescence ratio, 4 h; AID 493014, 2011; Potency, µM (doses to about 46.1 µM), without a hit: top-dose ratio change, negative = lower green/red ratio, hits mostly inhibitors; hit rate 0.05% among 340,000; active = well fitted inhibition curve with a large enough effect in the signal ratio, with a control signal flat, not every such curve was filed as active; inconclusive = small, poorly fitted or top-dose-only effect, or effect the other way, or a change in a side signal; the % refers to the signal ratio;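 note: potency is the fitted concentration of half-maximal effect; plate controls were basal doxycycline-induced cells for no effect and cells given 10 µM MG132 for full effect; MG132 reads +100%, hits lower the ratio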
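TMD8 ABC-DLBCL cells carrying doxycycline-inducible green luciferase fused to IkappaBalpha plus unfused red luciferase were exposed to compounds (up to 46 uM) for 4 hrs at 37C. Activity came from the overlap-corrected green/red luminescence ratio.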
B2AR arrestin: qHTS assay of beta-arrestin-biased ligands of beta2-adrenergic receptor; beta-arrestin recruitment to beta2AR, cell-based reporter; Potency, µM (doses to about 46.1 µM), for inactives: at the highest dose activation, usual class: activators; hit rate 0.02% among 330,000; AID 492947, 2010;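 note: potency is the fitted concentration of half-maximal effect; 0% = DMSO controls and full agonism = EC100 isoproterenol or metaproterenol; nearly all actives have a fitted effect of over 65% in size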
Target sequence (P07550 whole entry, looked up): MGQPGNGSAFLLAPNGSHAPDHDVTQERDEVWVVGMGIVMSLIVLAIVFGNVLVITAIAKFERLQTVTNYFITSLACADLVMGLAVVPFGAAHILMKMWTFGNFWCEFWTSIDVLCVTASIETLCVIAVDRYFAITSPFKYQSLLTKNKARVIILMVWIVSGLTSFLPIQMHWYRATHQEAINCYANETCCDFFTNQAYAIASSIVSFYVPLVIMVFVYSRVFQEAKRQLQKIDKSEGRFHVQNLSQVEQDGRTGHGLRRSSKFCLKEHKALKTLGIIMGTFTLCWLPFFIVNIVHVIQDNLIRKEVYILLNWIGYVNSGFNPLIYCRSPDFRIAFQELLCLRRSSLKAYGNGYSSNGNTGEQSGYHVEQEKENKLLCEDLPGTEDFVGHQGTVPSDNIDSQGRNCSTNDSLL
TCR act: Activators of T cell receptors: qHTS campaign; primary human leukocytes, anti-CD3, IL-2 HTRF, 48 h; Potency, µM (titrated, usually from 9.22 µM), for inactives: at the top dose activation of IL-2 secretion, actives largely listed as activators; 330,000 tested, under 10 active; AID 504894, 2011; note: % of control where 0% means no effect
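IL-2 release read by HTRF sandwich (Eu cryptate donor, d2 acceptor, 665 nm emission) after 48 hr exposure of primary human leukocytes to compound together with anti-CD3 beads in the absence of co-stimulatory signals.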
Mito fusion act: qHTS Assay for Small Molecule Inhibitors of Mitochondrial Division or Activators of Mitochondrial Fusion; S. cerevisiae fusion-defective mutant growth rescue, CellTiterGlo 48 h; Potency, µM (titrated, usually from 46.1 µM), without a hit: at the top dose growth rescue (activation), most hits filed as activators; hit rate 0.23% among 320,000;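 note: potency is the fitted concentration of half-maximal effect; % of control where 0% means no effect; nearly all actives have a fitted effect of over 45% in size; temperature-sensitive fusion mutants such as fzo1-1 at 37 °C on non-fermentable ethanol glycerol medium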
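Yeast fusion mutant, YPEG (non-fermentable carbon), compound, 48 h at 37C non-permissive; CellTiterGlo added, 10 min RT, luminescence read. Rescued growth = division inhibition.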
USP2a inh: qHTS Assay for Inhibitors of Ubiquitin-specific Protease USP2a Using CHOP2 as the Reporter; Ubiquitin carboxyl-terminal hydrolase 2 (Homo sapiens), O75604; USP2 core, Ub-CHOP2 coupled fluorogenic reporter, 485/531; Potency, µM (highest dose often 38.3 µM), without a hit: top-dose activity change, negative = inhibition, most hits filed as inhibitors; hit rate 0.01% among 330,000; AID 463254, 2010;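 note: potency is the fitted concentration of half-maximal effect; plate controls were DMSO wells for no effect and full inhibition by NEM control for full effect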
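Cell-free coupled assay: 10nM USP2 core preincubated 30min RT with compound in Tris-HCl pH 8.0/CaCl2/CHAPS buffer, then 25nM Ub-CHOP2 and 25nM reporter substrate; fluorescence (Ex 485/Em 531) read after 60min RT, normalized to NEM inhibition, concentration-response curves fitted.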
Numbers without * were called inactive; ? = inconclusive; nt = not tested or not shown; [ ] = another dose, or the depositor's remark. Unless noted, calls come from the whole dose curve; as a rule, active = well fitted curve in the direction sought with a large enough effect; inconclusive = small, poorly fitted or top-dose-only effect, or another doubt; inactive = no such curve, though single readings can be large; an effect the other way counts as inactive or inconclusive.

SMILES	Tb PFK inh	Eya2 phos inh	uPA generation	PTAP TSG101 blk	TSHR antag	ELG1 repair inh	Chronic BCR inh	B2AR arrestin	TCR act	Mito fusion act	USP2a inh
O=C1C(Cc2ccccc2)S/C(=N/N=C/c2ccco2)N1c1ccccc1 (configuration not stated)	-1%	-1%	-1%	0%	53	10%	7%	0.3%	2%	0%	0%
O=C(c1ccc([N+](=O)[O-])o1)N1CCN(c2nc3ccc(F)cc3s2)CC1	-1%	-16%	-5%	-4%	-5	?	-19%	-0.7%	-3%	8%	0%
CCN(CC)S(=O)(=O)c1ccc(OC)c(NC(=O)Cn2cnc3c2c(=O)n(C)c(=O)n3C)c1	0%	-4%	6%	-16%	11	6%	-4%	-0.4%	-2%	5%	2%
C=CCn1c(-c2ccc(Cl)cc2)cnc1SC(C)C(N)=O (configuration not stated)	-13%	1%	6%	-8%	-8	8%	-11%	-1.0%	-2%	-3%	2%
O=C(c1ccc(N2CCOCC2)c([N+](=O)[O-])c1)N1CCN(S(=O)(=O)c2cccs2)CC1	-4%	0%	1%	-3%	-7	-30%	?	0.0%	5%	-1%	3%
Cc1ccc(NC(=O)COC(=O)Cn2cnc3ccccc32)c([N+](=O)[O-])c1	-5%	-11%	-8%	-3%	-14	?	0%	5.4%	0%	-4%	3%
O=C(NCCS(=O)CCNC(=O)C(F)(F)F)C(F)(F)F	2%	11%	-2%	0%	4	1%	0%	0.4%	-7%	0%	-1%
CC1CCCCC1NC(=O)CN(C)S(=O)(=O)c1ccc2c(c1)c(=O)n(C)c(=O)n2C (configuration not stated)	1%	-2%	10%	-4%	18	-25%	2%	-0.2%	3%	21%	1%
CC1CCCN(CCCNC(=O)C2CCCN(c3ncnc4c3nc3n4CCCCC3)C2)C1 (configuration not stated)	-1%	-6%	-2%	3%	-3	16%	-3%	0.2%	-5%	0%	1%
O=S(=O)(c1ccc(NC(=S)NCc2ccncc2)cc1)N1CCCCC1	0%	2%	0%	-1%	6	?	0%	-0.7%	-6%	1%	-5%
Brc1ccc(-c2csc(NC3=NCCCCC3)n2)cc1	7%	10%	1%	2%	-4	?	-1%	-0.4%	2%[46.1 µM]	28%	4%
Cc1ccc(N=Nc2c(N)n[nH]c2N)cc1	0%	-4%	-3%	-1%	5	?	0%	0.1%	-4%	-3%	4%
CCc1c(C(=O)O)[nH]c2ccc(Br)cc12	-4%	-9%	1%	-7%	17	-5%	3%	-0.4%	-3%	0%	0%
CCCCCn1c(=O)[nH]c2cc(C(=O)N3CCN(CC)CC3)ccc2c1=O	3%	-15%	-1%	-7%	4	-6%	?	-0.1%	1%	-3%	-4%
COc1cc(-c2[nH]ncc2CN2CCSCC2)cc(OC)c1OC	0%	20%	-1%	-8%	-2	?	?	-0.5%	2%	-3%	0%
Cn1c(=O)c2c(nc(Cl)n2Cc2ccc(Cl)c(Cl)c2)n(C)c1=O	-6%	8%	3%	-2%	-27	-17%	-13%	-0.2%	-1%	-1%	-3%
O=C(N/C(=C\c1cccc(Br)c1)C(=O)N1CCCCC1)c1ccco1	1%	1%	1%	1%	3	-21%	-9%	-0.2%	-3%	4%	0%
O=C(CCCN1C(=O)/C(=C/c2ccccc2Cl)SC1=S)N1CCOCC1	3%	-7%	-12%	-6%	-37	?	?	0.4%	-6%	-1%	2%
CCCN(CCC)S(=O)(=O)c1ccc(NC(=O)c2cc(C(=O)OC)cc([N+](=O)[O-])c2)cc1	2%	13%	-4%	-7%	4	-2%	2%	0.4%	-1%	-2%	2%
COc1ccc(NC(=O)C2CCN(S(=O)(=O)c3ccc(N4CCCC4=O)cc3)CC2)c(OC)c1	-1%	12%	-2%	-2%	3	7%	0%	-0.1%	-2%	1%	0%
O=C(CSc1nnc(Cc2ccccc2)o1)NC1CC2CCC1C2 (configuration not stated)	-7%	-2%	6%	-1%	-8	-5%	2%	-0.1%	2%	-1%	1%
Clc1cccc(NCc2nnc3n2CCCCC3)c1	-23%	-10%	2%	-3%	3	22%	4%	-1.0%	-5%	4%	4%
COC(=O)c1ccccc1NC(=O)COC(=O)CO/N=C(\C)c1ccc2c(c1)OCO2	-13%	3%	1%	-2%	-8	20%	2%	5.7%	nt	-2%	1%
COC(=O)C1(C)NC(=O)c2ccccc2N1 (configuration not stated)	3%	10%	6%	-7%	-3	14%	-3%	-0.3%	2%	0%	-3%
Cc1cc(O)cc(O)c1C(=O)Cc1cnn(-c2ccccc2)c1	1%	-35%	-1%	1%	-15	0%	?	0.3%	-4%	3%	-4%
SMILES	Tb PFK inh	Eya2 phos inh	uPA generation	PTAP TSG101 blk	TSHR antag	ELG1 repair inh	Chronic BCR inh	B2AR arrestin	TCR act	Mito fusion act	USP2a inh
Cc1ccc(NS(=O)(=O)c2ccc(C3CCCCC3)cc2)cc1	2%	-16%	4%	-1%	-2	nt	?	0.0%	0%[46.1 µM]	-20%	-7%
S=c1[nH]nc(-c2ccccc2)o1	-1%[0.46 µM]	14%	0%	-1%	63	14%	?	0.4%	-3%	5%	4%
CC(C)c1ccc(CN2CC(C(=O)Nc3ccccc3)CC2=O)cc1 (configuration not stated)	-1%	1%	?	-4%	-3	0%	?	0.5%	-8%	-12%	1%
COc1cccc(NC(=O)CN(C)C(=O)COc2cc(C)ccc2Cl)c1	-11%	0%	2%	2%	-7	7%	-21%	-0.9%	2%	5%	3%
Cc1onc(-c2ccccc2)c1C(=O)N(Cc1ccccn1)Cc1ccccn1	1%	-1%	-3%	-1%	1	12%	-2%	0.0%	-1%	-1%	11%
CCc1cc2c(=O)c(-c3ccc(F)cc3)c(C(F)(F)F)oc2cc1OCC(=O)O	6%	10%	nt	nt	-14	4%	15%	-0.2%	nt	-1%	1%
COCC(C)NC(=O)CCc1nnc(C2(c3ccc(Cl)cc3)CCC2)o1 (configuration not stated)	-1%	-2%	13%	0%	4	?	7%	12%	2%	-2%	2%
COc1ccc(CCNC(=O)CN(c2ccc(OC)c(OC)c2)S(=O)(=O)c2ccccc2)cc1OC	-5%	0%	7%	-6%	-2	-3%	-2%	-0.6%	9%	0%	2%
O=C(Nc1ccccc1)C1=C[C@H](c2ccccc2)C[C@H](OCc2ccc(CO)cc2)O1	4%	9%	0%	-5%	-5	-11%	?	0.1%	-13%	11%	3%
CC(=O)c1ccc(N2CCN(S(=O)(=O)c3csc(C(N)=O)c3)CC2)cc1	-2%	-6%	-1%	-2%	-12	3%	-1%	0.3%	1%	0%	5%
CC(SCC(=O)Nc1ccccc1Br)c1nc2ccccc2c(=O)[nH]1 (configuration not stated)	-1%	-4%	-6%	-1%	3	1%	5%	0.8%	1%	nt	-4%
CCn1c(C(=O)NCCCN2CCc3ccccc3C2)cc2sccc21	-5%	16%	nt	-13%	-7	-2%	1%	0.0%	11%	3%	0%
Cn1c(=O)c2c(nc(N/N=C/c3cccs3)n2Cc2ccccc2)n(C)c1=O	2%	-7%	0%	-1%	-10	6.5µM*	2%	-1.4%	-6%[46.1 µM]	24%	-1%
Cc1ccc(S(=O)(=O)N2CCN(c3cnn(C)c(=O)c3Cl)CC2)cc1	3%	-5%	-2%	3%	-4	25%	-1%	-0.3%	4%	-7%	2%
COc1ccc(NC(=O)c2cc(-c3ccc(C)cc3)on2)cc1	0%	-7%	-2%	-1%	1	?	?	-0.2%	2%	0%	1%
CCOc1ccccc1C(=O)N/N=C/c1coc2ccc(Cl)cc2c1=O	1%	0%	0%	0%	1	8%	-7%	0.3%	-3%	-1%	-2%
COc1ccc(-n2c(SCC(=O)OC(C)C)nnc2-c2ccccn2)cc1	1%	3%	5%	-10%	0	-3%	-1%	0.2%	2%	2%	4%
CN(CC(=O)Nc1ccccc1C(=O)NC1CC1)Cc1ccco1	0%	10%	11%	-5%	16	?	0%	-0.3%	-12%	-7%	1%
